# EPAC1 antagonist: blocks human EPAC1 exchange factor | 360,000 tested, 0.14% active | EPAC1 GEF assay, Rap1b-BODIPY-GDP exchange fluorescence | AID 720709 | Potency, µM (titrated, usually from 115 µM), inactives show top-dose activity change, negative = inhibition, actives largely listed as inhibitors | O95398;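 note: potency is the fitted concentration of half-maximal effect; plate controls were vehicle for no effect and positive control for full effect; nearly all actives have a fitted effect of over 50% in size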
# PI5P4Ka inh: blocks human PI5P4K alpha kinase activity | PI5P4Kalpha enzyme, ADP-Glo luminescence, 60 min; hits give low values | 330,000 tested, 1.2% active | max response, % | P48426; active = max response of -50% or lower; inconclusive = between -30% and -50%; inactive = -30% or higher; note: value at the top dose of about 77 µM; % is set by controls: 0 for no effect and ±100 for the full control effect
#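 PI5P4Kalpha ADP-Glo assay; 5 microM ATP final; 60 min RT reaction; HEPES pH 7.4/EGTA/CHAPS, 5% DMSO; controls lacking substrate or enzyme; luminescent end-point.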
# IL-2 act: activates IL-2 in a cell-based reporter assay; IL-2 activation reporter assay, cell-based qHTS; stimulated with anti-CD3/CD4/CD28 beads; in transgenic mouse T cells; activation, % (series mostly up to about 46 µM); 360,000 tested, 0.065% active; AID 652025; in the data active = activation above about 50%; inconclusive = mostly about 30% to 49%; note: 0% is about no effect
#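 EGFP and DsRed fluorescence is measured by plate cytometry in unstimulated transgenic mouse T cells exposed to compound for 60 minutes, then stimulated 18 hours at 37 degrees C with anti-CD3/anti-CD4 beads plus anti-CD28.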
# EPAC1 agonist: activates human EPAC1 exchange factor | EPAC1 agonist qHTS, biochemical assay; response scale: 100% = response to 6.5 mM cAMP | Potency, µM (doses to about 154 µM), for the others: at the highest dose activation, most hits filed as activators | 360,000 tested, 0.073% active | AID 720707; note: potency is the fitted concentration of half-maximal effect; nearly all actives have a fitted effect of over 60% in size
#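 Nucleotide exchange assay: 100 nM EPAC1 with 250 nM Rap1B loaded with BODIPY-GDP and 50 uM GDP, room temperature. Fluorescence (480/540 nm) read every 5 min for 30 min; signal change normalized to 6.5 mM cAMP as full agonist.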
# WRN inhibitor: inhibitors of human WRN helicase. 360,000 tested, 0.46% active. Q14191. WRN helicase unwinding, fluorescent forked duplex, kinetic. Potency, µM (doses to about 114 µM), for the others: at the highest dose activity change, negative = inhibition, actives largely listed as inhibitors; note: potency is the fitted concentration of half-maximal effect; % is set by controls: 0 for no effect and ±100 for the full control effect; nearly all actives have a fitted effect of over 55% in size
#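 Primary qHTS, 1536-well format. 20 nM WRN + compound, 15 min RT; start with 100 nM forked fluorophore/quencher duplex, 2 mM ATP (final); kinetic read ex 525/em 598 nm.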
# EPAC2 agonist: agonists of human EPAC2 (RAPGEF4); EPAC2 activation, biochemical qHTS; response scale: 100% = 6.5 mM cAMP response; Potency, µM (top dose mostly 154 µM), inactives show at the highest dose activation, hits mostly activators; 360,000 tested, 0.079% active; AID 720711; note: potency is the fitted concentration of half-maximal effect; nearly all actives have a fitted effect of over 50% in size
# Target sequence (Q8WZA2 whole entry, looked up): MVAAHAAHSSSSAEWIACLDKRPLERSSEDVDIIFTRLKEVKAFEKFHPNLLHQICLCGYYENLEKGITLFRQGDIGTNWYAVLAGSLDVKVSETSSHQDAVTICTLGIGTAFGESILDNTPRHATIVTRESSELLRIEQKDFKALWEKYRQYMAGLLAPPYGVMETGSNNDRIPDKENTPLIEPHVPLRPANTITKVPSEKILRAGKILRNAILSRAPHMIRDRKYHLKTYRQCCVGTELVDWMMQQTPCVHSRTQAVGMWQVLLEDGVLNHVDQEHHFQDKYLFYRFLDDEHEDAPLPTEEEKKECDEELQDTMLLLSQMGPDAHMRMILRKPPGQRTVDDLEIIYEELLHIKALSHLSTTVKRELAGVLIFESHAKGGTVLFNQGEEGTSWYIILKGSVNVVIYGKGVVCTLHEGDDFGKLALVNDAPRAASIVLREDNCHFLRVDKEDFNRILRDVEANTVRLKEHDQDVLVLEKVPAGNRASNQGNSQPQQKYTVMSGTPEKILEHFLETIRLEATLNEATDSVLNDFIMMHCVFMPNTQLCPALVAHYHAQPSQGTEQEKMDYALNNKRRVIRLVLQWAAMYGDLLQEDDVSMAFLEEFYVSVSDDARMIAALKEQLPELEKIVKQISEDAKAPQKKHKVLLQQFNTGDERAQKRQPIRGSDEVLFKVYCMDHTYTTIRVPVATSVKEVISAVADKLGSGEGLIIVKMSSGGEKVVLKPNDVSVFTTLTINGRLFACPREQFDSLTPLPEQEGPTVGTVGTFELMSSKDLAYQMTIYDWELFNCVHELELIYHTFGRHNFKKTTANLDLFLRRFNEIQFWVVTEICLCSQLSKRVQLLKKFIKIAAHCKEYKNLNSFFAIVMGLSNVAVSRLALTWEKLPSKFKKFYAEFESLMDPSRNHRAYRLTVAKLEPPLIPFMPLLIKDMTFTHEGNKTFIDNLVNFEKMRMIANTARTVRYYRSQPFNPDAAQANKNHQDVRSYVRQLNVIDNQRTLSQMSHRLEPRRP
#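 Compounds were added across a concentration range to EPAC2 (100 nM), RAP1B-BODIPY-GDP (250 nM) and GDP (50 uM). After 5 min at room temperature, fluorescence was recorded at 5-min intervals for 30 min.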
# PLK1 PBD block: PLK1 (human) polo-box domain binding inhibition. P53350. Potency, µM, for the others: max response, negative = inhibition, actives largely listed as inhibitors. 360,000 tested, 2.8% active. Plk1 PBD binding of FITC phosphopeptide, fluorescence polarization; note: potency is the fitted concentration of half-maximal effect; series mostly up to about 57 µM; % is set by controls: 0 for no effect and ±100 for the full control effect; nearly all actives have a fitted effect of over 65% in size
# CCT chaperon mod: modulators of cytosolic chaperonin (CCT/TRiC) activity; purified chaperonin ATPase assay, HTRF ADP detection, 30 min; activity change, % (concentration not given with the values), hits read low; 360,000 tested, 0.3% active; AID 651819; in the data active = activity change below about -30%; note: % is set by controls: 0 for no effect and ±100 for the full control effect
#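 Enzyme 40 or 20 nM (batch-dependent) in Tris pH 7.4/KCl/MgCl2/DTT; cpd 76 uM single point; ATP 10 uM; 30 min 37 °C; Transcreener ADP HTRF detection, 30 min RT; ratio 665/615.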
# Active calls of the source: *; ? = inconclusive; · = not tested or not shown; [ ] = remark or other dose. Unless noted, calls come from the whole dose curve; as a rule, active = well fitted curve in the direction sought with a large enough effect; inconclusive = small, poorly fitted or top-dose-only effect, or another doubt; inactive = no such curve, though single readings can be large; an effect the other way counts as inactive or inconclusive.
SMILES | CCT chaperon mod | PI5P4Ka inh | EPAC1 antagonist | PLK1 PBD block | EPAC2 agonist | EPAC1 agonist | IL-2 act | WRN inhibitor
O=C(Cc1c(Cl)cccc1Cl)OCC(=O)N1CCc2ccccc2C1 | -1.5 | 7.7 | -23.2% | 1.4% | 6.1% | -11.6% | 0.1 | -9.1%
O=C1C2CC=CCC2C(=O)N1c1ccc(NCCc2ccccc2F)c([N+](=O)[O-])c1 (stereo not drawn) | -2.5 | 17.1 | -7.3% | 0.1% | -1.4% | 7.2% | 0.0 | -12.8%
Cc1ccc(Sc2ccc(/C=N/O)cc2[N+](=O)[O-])cc1 | 0.0 | 14.8 | -17.5% | 0.2% | 11.8% | 14.1% | -1.1 | -25.6%
CCO[C@H]1OC(C(=O)N2CCOCC2)=C[C@@H](c2cn(C(C)=O)c3ccccc23)[C@@H]1CCCO | -1.3 | 5.9 | 4.6% | 8.7% | -4.4% | -5.9% | 0.5 | 8.1%
O=S(=O)(c1ccccc1)N1CCn2c(nc3ccccc32)C1 | 0.3 | 1.2 | -16.9% | 5.5% | 0.7% | -1.9% | 0.9 | -23.0%
CN(C)S(=O)(=O)c1cccc(NC(=O)CCNC(=O)c2ccccc2Cl)c1 | 1.1 | -7.5 | -11.6% | -4.4% | -7.8% | 0.8% | -2.6 | 6.3%
O=S1(=O)CC(N2CCSCC2)CN1Cc1cn(Cc2cccc(Cl)c2)nn1 (stereo not drawn) | 2.0 | 5.1 | -2.0% | 1.2% | 3.5% | 2.9% | 0.0 | -4.2%
COc1ccc2nc(SCC(=O)Nc3nonc3C)[nH]c2c1 | 2.5 | -6.8 | -27.3% | -3.6% | 4.1% | -9.5% | 0.1 | -0.4%
CN(CC1CCCN(CCc2ccc(Cl)cc2)C1)C(=O)c1ccoc1 (stereo not drawn) | -1.7 | 1.6 | 6.0% | -3.8% | 4.0% | -3.8% | -4.5 | -21.2%
O=C(NCCC(c1ccccc1)c1ccccc1)c1cccs1 | 2.6 | 5.8 | 10.1% | -1.1% | 15.8% | 4.7% | -4.3 | -1.3%
CC(C)(C)SCCNC(=O)c1ccc(Cl)c([N+](=O)[O-])c1 | 3.4 | 5.5 | -3.3% | -4.7% | 4.7% | -9.2% | -0.8 | -20.4%
O=C(CSc1nccn1-c1ccc(Cl)cc1)Nc1ccc2c(c1)OCO2 | -1.2 | -0.3 | -13.0% | -0.1% | -9.6% | 0.0% | 1.0 | -16.6%

SMILES | CCT chaperon mod | PI5P4Ka inh | EPAC1 antagonist | PLK1 PBD block | EPAC2 agonist | EPAC1 agonist | IL-2 act | WRN inhibitor
CCN(CC)S(=O)(=O)c1ccc(NC(=S)NC(=O)C2CCC2)cc1 | -2.0 | -1.4 | -19.5% | -1.3% | 10.3% | -2.2% | -2.1 | -6.6%
NC(=O)CSc1ccc(S(=O)(=O)N2CCCCC2)cn1 | -1.8 | -5.0 | -5.9% | -14.8% | 9.4% | -0.7% | 2.3 | -3.0%
O=C(NCC1CCCCC1)c1ccc(Cl)c(S(=O)(=O)N2CCOCC2)c1 | -3.2 | 6.9 | -6.4% | -9.3% | 5.4% | 4.4% | 1.3 | -3.9%
CCOC(=O)Cc1cc(=O)[nH]c(/N=C(\N)Nc2ccc(C)c(C)c2)n1 | -2.4 | -2.7 | -2.1% | -5.9% | 3.2% | -19.4% | 0.7 | 1.2%
O=C(Cc1ccccc1)NCC(=O)OCC(=O)c1ccc(Cl)c([N+](=O)[O-])c1 | 2.5 | -15.8 | 23.6% | -12.3% | -1.6% | 2.4% | -4.5 | 11.8%
C=CCOc1ccc(CN(C)CC(O)COc2cccc3ccccc23)cc1 (stereo not drawn) | -0.5 | 2.3 | -31.1% | -9.2% | 14.1% | 5.1% | -1.9 | ?
CCOC(=O)c1cnn(-c2ccc(C)cc2)c1N | -0.6 | 8.3 | 4.7% | 0.3% | 3.3% | -4.0% | 3.1 | -4.3%
CC(Nc1cccnc1)=C(C#N)C#N | 0.5 | -0.3 | -15.1% | 2.4% | 7.2% | -4.0% | 1.1 | 0.7%
CCN(CC(=O)Nc1ccc(OC(F)F)cc1)C1CCCCC1 | 1.1 | 1.4 | -4.6% | 0.6% | 8.1% | -11.4% | -0.5 | 0.4%
[O-][n+]1cccc2cccc(O)c21 | 0.0 | -1.2 | 1.2% | -3.4% | 6.7% | 7.0% | -0.4 | -1.8%[11.6 µM]
O=C(OCc1ccccc1)N1CCc2ccccc21 | -2.4 | 6.3 | -21.1% | -6.3% | 2.2% | 5.2% | -0.3 | -1.9%
Cc1cccc(N=C2NC(=O)/C(=C3/C(=O)N(C)c4ccccc43)S2)c1C | 1.7 | -3.5 | 2.5% | -9.1% | -1.9% | 3.4% | -2.3 | -7.7%

SMILES | CCT chaperon mod | PI5P4Ka inh | EPAC1 antagonist | PLK1 PBD block | EPAC2 agonist | EPAC1 agonist | IL-2 act | WRN inhibitor
Cc1ccc(NC(=O)C2CCCN2S(=O)(=O)c2cccc3cccnc23)cc1F (stereo not drawn) | 1.0 | -4.6 | 2.8% | -12.9% | 3.6% | -2.2% | 0.2 | 1.0%
O=C(O)C1CCCN1S(=O)(=O)c1ccc(Br)s1 (stereo not drawn) (tested in a mixture with another compound) | 1.3 | 1.2 | -8.6% | -2.9% | 6.7% | 3.1% | -0.2 | -8.4%
Cc1ccc(-c2csc(N3CCN(c4cc5c(cc4Cl)nc(-c4ccncc4)n5CCN4CCCCC4)CC3)n2)cc1 | -0.8 | -64.0* | -22.7% | ? | 4.2% | -30.6%[inhibitor] | 0.3 | -2.4%
COc1ccc(/C=N/NC(=O)c2ccccc2O)cc1Cn1nnc2ccccc21 | -1.8 | 6.6 | ? | -9.8% | 13.2% | -0.7% | 0.1 | -10.0%
CCCCN1C(=O)C(C#N)CC2=C1CC(C)(C)CC2=O (stereo not drawn) | -0.7 | -2.1 | 4.7% | -2.4% | 5.3% | -11.6% | 0.1 | 3.9%
COc1ccc2cc(CCC(C)=O)ccc2c1 | 1.1 | 1.9 | -9.7% | -7.8% | 5.5% | -10.1% | -0.2 | -7.0%
CC(=O)Nc1ccc(S(=O)(=O)NNc2ccc([N+](=O)[O-])cc2)cc1 | 0.8 | -3.4 | 0.0% | ? | 8.0% | 4.9% | -0.7 | 4.3%
CCOc1ccc(CCNC(=O)CN2CCN(Cc3ccccc3F)C2=O)cc1OCC | -7.2 | -2.5 | -6.7% | 2.3% | 0.6% | -3.9% | -2.3 | -13.3%
Cc1cc(C)n(-c2ncc(-c3ccccc3)nn2)n1 | -4.0 | -4.3 | -0.2% | 4.4% | 8.2% | 4.9% | -0.7 | -10.6%
COCc1cc(=O)[nH]c(Cc2c(Cl)cccc2Cl)n1 | 1.1 | 1.0 | 8.1% | 2.5% | -5.4% | -7.9% | -1.5 | -0.9%
Cc1ccc(NC(=O)C2CCCCC2)cc1C | -3.1 | 2.2 | 13.0% | 7.1% | -13.4% | -8.3% | -0.4 | 3.5%
O=C(CSc1ccc2nnc(-c3ccc(F)cc3)n2n1)N1CCOCC1 | -2.9 | -9.9 | 3.6% | -18.9% | 8.1% | -2.8% | 0.0 | -4.2%

SMILES | CCT chaperon mod | PI5P4Ka inh | EPAC1 antagonist | PLK1 PBD block | EPAC2 agonist | EPAC1 agonist | IL-2 act | WRN inhibitor
O=C(c1ccc(Br)c(S(=O)(=O)N2CCCCC2)c1)N1CCCCC1 | -3.5 | 0.6 | -15.4% | -8.1% | 5.1% | -2.5% | 0.0 | -2.2%
CCN(CC)c1nc(Nc2ccccc2)nc(Oc2ccc(=O)[nH]n2)n1 | -3.1 | · | -1.1% | -6.2% | 15.7% | 11.0% | -1.1 | 7.6%
CCNC(=O)C(Sc1ccccc1)c1ccccc1 (stereo not drawn) | 1.0 | · | -1.1% | -16.0% | 5.7% | 12.0% | -1.7 | 6.4%
Cc1nc2ccc(NC(=O)N3CCSCC3)cc2s1 | -0.8 | 0.6 | -13.8% | -11.2% | 5.7% | 10.3% | 0.5 | 0.5%
NC(=O)C1(N2CCCCC2)CCN(CC(=O)Nc2ccc(Oc3ccccc3)cc2)CC1 | -1.8 | · | 0.7% | -4.7% | -9.7% | -0.6% | -1.9 | -1.9%
CCSc1cc(C)nc2ncnn12 | -0.4 | -17.1 | 14.6% | -9.2% | 7.9% | 8.6% | -0.6 | 2.1%
O=C(NNc1ncnc2c1cnn2-c1ccc(F)cc1)c1cccs1 | 1.4 | 2.5 | -8.6% | -8.4% | 2.4% | 3.3% | 1.2 | -7.8%
CC(NC(=O)COc1ccc(Oc2ccccc2)cc1)C(=O)O (stereo not drawn) | -2.1 | · | 0.7% | -1.5% | 7.8% | 11.6% | 1.8 | 7.4%
CC1CCCC(NC(=O)CN2C(=O)NC(C)(c3cc(F)ccc3F)C2=O)C1C (stereo not drawn) | -1.9 | 2.4 | -1.5% | 2.3% | 1.1% | -7.1% | 0.1 | -1.0%
CCOC(=O)CCC(=O)Nc1cccc([N+](=O)[O-])c1 | 0.2 | -1.0 | 5.5% | -4.8% | 3.7% | -3.7% | -0.7 | -10.8%
CCCCC(CC)CN=C(N)NC(N)=NCCCCCCN=C(N)NC(N)=NCC(CC)CCCC (stereo not drawn) | -4.5 | -20.8 | ? | ? | 1.9% | -17.5% | -0.9 | 89.1µM*
CC(NC(=O)C(C)N1C(=O)C2C3CC(C(Br)C3Br)C2C1=O)c1ccccc1 (stereo not drawn) | -3.7 | 5.4 | -6.7% | 2.9% | -0.6% | -19.1% | -0.4 | -4.7%
CC1=NN(c2ccccc2)C(=O)/C1=C\c1ccc(Oc2ccc([N+](=O)[O-])cc2[N+](=O)[O-])cc1 | -1.6 | -29.1 | 79.4µM* | 1.89µM* | 2.7% | 11.4% | -1.2 | -35.7%[57.1 µM]

# A portion of the library (hit frequency here may not be typical).
